CDK5 inh: inhibitors of human CDK5/p35 kinase, primary screen, biochemical, single concentration | hit rate 0.01% among 330,000 | Recombinant CDK5/p35, ADP-Glo luminescence, 60 min | inhibition, % at 10 µM | Cyclin-dependent kinase 5 (Homo sapiens) + Cyclin-dependent kinase 5 activator 1 (Homo … | AID 488839, 2010;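 active = highest replicate inhibition of at least 50% and at least 75% of replicates reaching 50%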;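 note: plate controls were DMSO neutral control for no effect and GW8510 at 10 µM for full effect; many of its hits are not listed in these tables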
SR-BI HDL uptake: inhibitors of SR-BI mediated HDL lipid uptake, primary screen, ldlA[mSR-BI] cells, fluorescence, single point. Scavenger receptor class B member 1 (Mus musculus), Q61009. ldlA[mSR-BI] CHO cells, DiI-HDL uptake fluorescence, 3 h. inhibition, % at 12.5 µM. hit rate 0.96% among 320,000;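 active = mean replicate inhibition of at least 70% and a set share of replicates each scoring 70 or more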;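 note: 0% = median of neutral control wells and 100% = median of positive control wells; values of inactives mirror those of a sister screen read the other way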
Target sequence (Q61009 whole entry, looked up): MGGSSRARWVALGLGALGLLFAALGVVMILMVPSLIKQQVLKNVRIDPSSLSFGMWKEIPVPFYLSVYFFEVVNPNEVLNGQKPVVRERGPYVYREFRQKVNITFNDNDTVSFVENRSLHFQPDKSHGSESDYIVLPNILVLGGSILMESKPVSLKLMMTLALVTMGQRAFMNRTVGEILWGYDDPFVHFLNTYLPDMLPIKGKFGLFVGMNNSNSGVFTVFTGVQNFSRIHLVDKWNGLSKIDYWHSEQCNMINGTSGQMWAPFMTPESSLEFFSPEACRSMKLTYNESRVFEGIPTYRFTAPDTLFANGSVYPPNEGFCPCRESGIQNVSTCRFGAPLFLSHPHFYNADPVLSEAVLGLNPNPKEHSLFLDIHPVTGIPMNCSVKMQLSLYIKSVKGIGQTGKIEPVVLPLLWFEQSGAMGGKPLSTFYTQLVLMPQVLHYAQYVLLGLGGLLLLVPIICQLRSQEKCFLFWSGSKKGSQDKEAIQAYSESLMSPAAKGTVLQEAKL
NSD2 inh: NSD2 histone methyltransferase inhibitors, primary screen, biochemical, AlphaScreen, single concentration, set 2. NSD2 peptide methylation, 120 min. AID 743445, 2014. hit rate 0.54% among 310,000. inhibition, % at 12.5 µM. Histone-lysine N-methyltransferase NSD2 (Homo sapiens), O96028; in the data active = inhibition above about 50%
PKA-R1A activ: activators of PKA-R1A holoenzyme, primary screen, biochemical, fluorescence polarization, Cy5-IP20, bovine R1A, mouse PKAc; PKA-R1A dissociation; scaled: DMSO 0%, 113 µM cGMP 100%; activation, % at 11.4 µM; hit rate 0.083% among 340,000;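 active = percent activation above the mean of all tested compounds plus 3 SD, cut at about 19% in these data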;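 note: higher means more PKAc released from R1A so a rise in polarization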
PKA-R2B act: activators of PKA-R2B holoenzyme, primary screen, biochemical, fluorescence polarization, Cy5-IP20, human; hit rate 0.079% among 340,000; PKA-R2B holoenzyme dissociation; R2B truncated from residue 108, S112A mutant; 0% DMSO only, 100% 113 µM cGMP; activation, % at 11.4 µM;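 active = activation above a cutoff set at the mean over all compounds plus 3 SD, cut at about 18% in these data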;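 note: higher means more holoenzyme dissociation and a rise in polarization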
dFosB activator: activators of delta FosB homodimer, primary screen, biochemical, fluorescence polarization, TAMRA-CDK5 oligo, single point; purified delta FosB; percent of positive-control signal above neutral wells; activation, % at 25 µM; hit rate 0.99% among 340,000; AID 493131, 2011;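 active = mean activation above about 17%, with every replicate also reaching it, limit read from the data, passing the limit was not always enough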;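 note: fluorescence polarization rise as delta FosB binds a TAMRA Cdk5 AP-1 oligo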
Target sequence (P13346 whole entry, looked up): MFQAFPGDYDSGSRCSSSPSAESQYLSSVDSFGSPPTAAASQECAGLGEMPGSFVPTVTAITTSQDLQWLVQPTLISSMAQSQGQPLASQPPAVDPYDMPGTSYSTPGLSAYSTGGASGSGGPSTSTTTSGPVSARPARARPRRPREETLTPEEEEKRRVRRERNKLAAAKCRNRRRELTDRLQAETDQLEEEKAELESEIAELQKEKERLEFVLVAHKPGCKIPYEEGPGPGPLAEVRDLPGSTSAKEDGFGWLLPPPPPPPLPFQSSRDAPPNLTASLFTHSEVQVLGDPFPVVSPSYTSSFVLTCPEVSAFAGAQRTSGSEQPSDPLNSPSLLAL
MITF act: activators of MITF-driven TRPM1 promoter reporter, primary screen, cell-based, SK-MEL-5, luciferase, single point; activation, % at 12.5 µM; SK-MEL-5 TRPM1-promoter luciferase, 24 h; % of positive control, neutral wells = 0; AID 588334, 2011; hit rate 0.75% among 300,000;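 active = mean activation of at least 80% with every replicate also reaching 80%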;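 note: 0% = neutral control wells and 100% = parthenolide positive control wells; values of inactives mirror those of a sister screen read the other way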
Arrestin-AP2 inh: inhibitors of beta-arrestin/AP2 binding, primary screen, biochemical, GPCR trafficking, flow cytometry; beta-arrestin 1 C-terminal peptide binding to AP2 beta2-adaptin appendage (human); FITC-arrestin peptide / GST-AP2 beads; AP2 beta2 appendage carries R879A mutation; inhibition, % at 10 µM; hit rate 0.31% among 340,000; AID 504490, 2011;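 active = inhibition above a set limit, near 3 SD of compounds lacking own fluorescence, cut at about 54% in these data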;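 note: plate controls were DMSO wells for no effect and 5 µM unlabelled arrestin peptide for full effect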
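System: GST-AP2 R879A bound to glutathione beads, E. coli-expressed. Also added: 50 nM FITC-arrestin peptide. Schedule: compound with beads 12 min RT, then probe 1 h RT. Signal: bead flow cytometry, FITC channel. Read-out basis: percent response.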
SR-BI DiI-HDL act: activators of SR-BI mediated DiI-HDL uptake, primary screen, ldlA[mSR-BI] CHO cells, DiI fluorescence | AID 504775, 2011 | 3 h; 100 = double the neutral-control signal | hit rate 0.096% among 320,000 | activation, % at 12.5 µM;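 active = mean replicate activation of at least 60% and every replicate at or above 60%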;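 note: 0% = median plate neutral-control signal and 100% = twice that signal; values of inactives mirror those of a sister screen read the other way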
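Test system: SR-BI-overexpressing, LDLR-lacking CHO cells; Medium: Ham's F12 with 0.5% BSA, HEPES 25 mM, pH 7.4; Schedule: 3 h, 37 °C; Technique: bottom-read fluorescence, 550/595 nm.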
DSG3 Ab inh: inhibitors of pemphigus antibody binding to DSG3, primary screen, biochemical, bead-based, flow cytometry, scFv-GFP; Desmoglein-3 (Homo sapiens), P32926; DSG3-coupled beads, scFv-anti-DSG3-GFP binding; active compounds read low; binding (percent of control), % at 10 µM; hit rate 0.48% among 310,000;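 active = binding more than 3 SD below its plate's average and above zero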;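 note: hits lower antibody fragment binding to DSG3; some compounds called inactive have numbers as strong as hits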
SUMO Mot1 rescue: yeast Mot1-301 growth rescue at high temperature, primary screen, SUMOylation pathway inhibitor project, S. cerevisiae, ATP luminescence, 38.5C; growth rescue, % at 18.8 µM; AID 2716, 2010; S. cerevisiae Mot1-301 growth rescue; percent above DMSO median, 100 means doubled; hit rate 1% among 320,000;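 active = every valid replicate shows activation above 250% relative to neutral control wells; inactive = the rest, any valid replicate at or below 250%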;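 note: OY570 slx delta 5 strain wells were the positive control but not used for scaling; some compounds called inactive have numbers as strong as hits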
* = called active by the depositor; · = not tested or not shown. Rows are unselected, and some 4.7% of all compounds hit somewhere here.

SMILES	CDK5 inh	SR-BI HDL uptake	NSD2 inh	PKA-R1A activ	PKA-R2B act	dFosB activator	MITF act	Arrestin-AP2 inh	SR-BI DiI-HDL act	DSG3 Ab inh	SUMO Mot1 rescue
CCN1C(=O)c2ccc(C(=O)NCc3ccc4c(c3)OCO4)cc2C1=O	-0.2	-11.6	1.0	-10.8	0.3	-3.5	17.8	31.0	11.6	106.4	2.5
Cc1cc(C)n2nc(C(=O)OCC(=O)N(C)C3CCS(=O)(=O)C3)nc2n1 (configuration not stated)	-1.3	1.2	0.9	-5.5	-4.5	3.2	1.6	-4.2	-1.2	91.4	-0.9
CCOC(=O)Cn1c(-c2cccnc2Cl)nc2cc(C)c(C)cc21	-0.1	·	1.7	-8.4	8.3	-5.7	3.6	-0.2	·	103.6	-4.2
Cn1c(Br)nc2c1c(=O)n(Cc1ccccc1)c(=O)n2C	1.0	-15.7	-0.2	2.0	8.2	0.3	-12.7	1.6	15.7	108.6	4.6
CCOc1ccc(-c2cnc(N)n2C)cc1	-1.5	7.1	6.7	5.8	-11.8	-9.6	-0.4	-1.9	-7.1	105.6	-7.7
CCOc1ccc(C2/C(=C(\O)c3ccc4c(c3)OCCO4)C(=O)C(=O)N2CCN2CCOCC2)cc1OCC (configuration not stated)	-0.7	-27.8	2.2	-4.0	-5.5	-5.5	1.3	1.7	27.8	107.6	-3.0
CSc1ccc(Cl)c(C(=O)NCC(C)C)c1	-1.2	-12.5	-0.8	4.8	-2.2	-0.4	-9.0	0.9	12.5	100.9	-10.7
CC(C)(C)NC(=O)NC(=O)CN1CCCCC1	-1.7	-23.8	3.4	-0.1	-10.0	-4.1	0.8	14.7	23.8	101.0	295.7
COc1ccc(C2(O)CCN(C(=O)c3ccc4c(c3)OCO4)CC2)cc1	-1.1	-12.7	1.1	0.8	-8.4	-1.2	·	16.1	12.7	100.7	·
Nc1ccc(C(=O)c2ccc3c(c2)OCCO3)cc1N	0.3	-10.3	2.7	2.2	-1.3	-4.0	7.6	1.3	10.3	102.7	-0.5
COc1ccc(C(=O)Nc2ccc3ccccc3c2)cc1	0.8	27.7	-1.5	-3.2	-5.2	-2.3	-7.4	13.6	-27.7	107.9	4.1
NS(=O)(=O)c1ccc(N2N=C(c3ccccc3)CC2c2ccccc2)cc1 (configuration not stated)	-1.2	4.7	-8.5	3.8	-6.3	1.9	4.4	0.7	-4.7	94.2	-25.3
CCOC(=O)N1CCC(NC(=O)c2cccs2)CC1	0.5	-5.8	-2.1	3.3	-4.1	4.6	-1.2	-4.6	5.8	101.8	-14.0
FC(F)(F)c1ccc(Cl)c(-n2c(-c3cc(-c4ccco4)[nH]n3)n[nH]c2=S)c1	-5.3	19.1	5.2	0.8	-6.0	-2.9	·	-31.5	-19.1	111.1	0.1
CCCOc1ccc(C(=O)NC(=S)NNC(=O)c2c(-c3ccccc3)noc2C)cc1	1.8	15.1	-2.1	8.6	9.4	0.4	·	13.3	-15.1	111.0	7.2
CC1CCC2(CC1)NC(=O)N(CC(=O)Nc1sc3c(c1C(N)=O)CCC3)C2=O (configuration not stated)	5.2	-0.1	2.4	7.0	0.8	-13.2	1.9	-3.4	0.1	95.4	16.9
CC(=O)c1c(C)[nH]c(C(=O)OCC(=O)Nc2ccc(Cl)c(S(=O)(=O)N(C)C)c2)c1C	1.0	·	-0.7	-9.4	-8.2	-18.0	-18.2	-9.1	·	158.3	2.0
FC(F)(F)c1cccc(NC(=S)NC2CCCC2)c1	-1.0	16.6	-3.0	3.1	-2.8	2.6	-3.8	2.1	-16.6	·	17.3
COc1c(C(O)CC(C)C)ccc2c1C(=O)OCc1cc(C)cc(O)c1O2 (configuration not stated)	1.3	19.7	·	-22.2	4.6	1.4	-8.6	-2.8	-19.7	100.1	-23.8
COCCN(C(=O)COC(=O)CCCc1c[nH]c2ccccc12)c1c(N)n(Cc2ccccc2)c(=O)[nH]c1=O	-2.9	14.7	0.9	1.4	-8.8	-4.1	-18.6	-6.2	-14.7	107.8	·
CC1=C(C(=O)Nc2ccc(CC(=O)NCc3ccccc3C)cc2)SCCO1	·	7.5	-0.9	-1.6	5.6	-9.7	58.6	25.9	-7.5	98.3	-10.6
Cc1nc2ccccc2n1CC(=O)NCCN1CCOCC1	-0.6	-17.3	3.7	4.0	-3.9	-3.3	-8.3	15.6	17.3	112.4	6.9
CCOC(=O)CN1C2=NCCCN2c2ccccc21	-2.3	-29.9	-1.2	1.0	-1.6	-3.2	-2.0	-5.7	29.9	101.1	-4.9
CCCCn1c(SCc2nnc(-c3ccccc3)o2)nc2c1c(=O)n(C)c(=O)n2C	-1.8	2.3	15.0	-10.0	-3.2	-5.6	8.4	28.1	-2.3	98.9	-0.1
CC(=O)Nc1cccc(C(=O)Oc2cccc(C)c2)c1O	-1.3	-1.1	2.3	-7.9	4.3	7.1	4.5	16.7	1.1	100.1	4.6
CC(C)(C)c1ccc(C2CC2C(=O)N/N=C\c2cc3ccccc3nc2Cl)cc1 (configuration not stated)	-1.3	12.4	1.3	-6.2	-10.9	-3.0	·	10.5	-12.4	·	-20.7
CC(C)c1nc2sc3c(NCc4ccco4)ncnc3c2c2c1COC(C)(C)C2	0.5	64.5	-1.9	-14.4	-2.7	-8.4	1.2	101.2*	-64.5	96.6	0.1
O=C(NNc1ncnc2c1cnn2-c1ccccc1)c1cccs1	-2.0	-22.4	2.4	-3.1	-3.9	-7.1	-8.0	8.1	22.5	119.2	2.8
CCOc1ccc2[nH]cc(C(=O)NCCCN3CCOCC3)c(=O)c2c1	1.7	0.0	-2.0	-10.4	-2.0	-20.0	-5.3	10.7	0.0	116.1	410.6
CCN(CC)S(=O)(=O)c1ccc(N2CCCC2)c(C(=O)Nc2ccc(OC)c(Cl)c2)c1	1.0	-13.9	0.2	-6.4	-17.5	1.3	5.7	-13.0	13.9	90.6	-12.6
Cc1ccc(S(=O)(=O)N2CCCCC2)cc1C(=O)NC1CCCCC1	1.0	-4.4	21.0	-8.1	-7.8	-7.2	-2.2	-14.7	4.4	·	-11.6
Cc1onc(-c2ccccc2)c1C(=O)N1CCN(Cc2ccc3c(c2)OCO3)CC1	1.0	-26.7	0.1	-16.7	-16.0	-2.3	-6.0	-7.8	26.7	102.2	88.0
CCCc1cc(-c2ccc(O)c(OCC)c2)c(C#N)c(N)n1	2.6	12.4	-15.2	1.4	-3.2	-5.0	-1.0	-2.4	-12.4	·	7.7
CC1CN(S(=O)(=O)c2ccc(F)cc2)C(C)N1C(=O)N1CCOCC1 (configuration not stated)	-1.3	-12.0	-4.6	-7.6	-2.2	-6.3	2.4	1.3	12.0	110.1	-4.4
COCCCNC(=O)c1ccc(C2SCC(=O)N2Cc2ccco2)cc1 (configuration not stated)	-3.5	-6.1	-3.5	-4.4	-8.1	-12.4	-1.7	-13.5	6.1	132.2	3.8
Cc1ccc(CC2CC(=O)N(c3nc4ccccc4n3C)C2=O)cc1 (configuration not stated)	-0.1	-4.8	0.3	-4.7	6.5	-4.7	6.2	4.1	4.8	101.5	0.4
CCN1C(=O)c2cccc3c(S(=O)(=O)N(C(C)=O)c4ccc(OC(C)=O)cc4)ccc1c23	-0.2	7.5	-4.0	-0.5	-5.1	1.4	-6.7	-17.7	-7.5	102.4	8.5
CNC(=O)c1cccc2cccc(Sc3ccccc3C(=O)O)c12	-1.8	-7.7	-2.1	-9.6	-3.2	0.7	·	-13.8	7.7	116.2	9.2
c1ccc(C2CCC(N3CCN(c4ccccc4)CC3)CC2)cc1 (configuration not stated)	-0.8	-6.1	-2.2	7.7	-4.9	1.4	12.9	-4.1	6.1	101.1	-3.1
O=C(CN1C(=O)COc2ccccc21)NCc1ccccn1	-3.2	-18.5	-1.5	-4.6	-10.3	-4.6	17.3	4.7	18.5	99.2	0.8
COc1ccc(/C=N/Nc2nc(C(=O)O)cs2)cc1	-0.8	-4.9	5.0	5.3	7.2	-15.3	·	-10.5	4.9	112.8	-4.3
COC(=O)c1ccccc1NC(=O)CSc1n[nH]c(-c2ccco2)n1	-4.2	·	2.1	3.0	-0.9	1.5	-13.9	15.9	·	100.5	99.8
CCOC(=O)Cc1csc(NC(=O)Cc2ccc(Cl)cc2)n1	0.6	3.5	-2.9	5.1	-5.4	-6.4	-10.6	-3.4	-3.5	120.3	-8.6
CC(=O)c1ccc(N2CCN(C(=O)C3CCCN(S(=O)(=O)c4cnc[nH]4)C3)CC2)cc1 (configuration not stated)	2.7	1.1	-1.0	-0.2	1.6	-0.9	·	14.8	-1.1	111.3	-5.5
CCCC[C@H](CN[C@@H](CNC)[C@H](C)CC)NCCC12CCC(CC1)C2	1.4	-41.5	·	-18.4	-1.2	8.0	-93.0	7.3	41.5	105.2	-21.8
O=C(CC(NS(=O)(=O)c1ccc(Cl)cc1)c1ccco1)N1CCc2ccccc21 (configuration not stated)	-0.2	2.2	0.2	-1.0	-9.5	-11.9	-3.5	-6.1	-2.2	99.6	21.1
CCOc1ccccc1C(=O)NC(CO)C(=O)O (configuration not stated)	-1.6	-29.6	7.7	2.3	-2.7	2.5	·	11.9	29.6	96.3	6.0

Assay outcomes deposited in PubChem BioAssay by several laboratories.
